# Screening data deposited in PubChem BioAssay by several laboratories.
# M4 ag: agonists of human muscarinic M4 receptor (CHRM4); CHO-K1 hM4/Gqi5, Fluo-8 calcium fluorescence; vehicle 0%, full acetylcholine response 100%; P08173; activation, % at 3 µM; 360,000 compounds, 0.14% hits;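 active = activation above the run mean over all test wells plus 3 SD, cut at about 32% in these data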;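 note: peak over basal fluorescence ratio per well then scaled between controls; 0% = DMSO wells and 100% = acetylcholine at EC100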
# CRFBP-R2 agonist: agonists of human CRF-binding protein/CRF-R2 receptor complex; activation, % at 13.2 µM; 350,000 compounds, 0.46% hits; HEK293 CRF-R2/CRF-BP, calcium dye fluorescence (FLIPR); percent of saturating CRF peptide response;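 active = activation of at least 50%, plus an integration ratio under a set limit after plate pattern correction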;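 note: plate controls were neutral control wells without compound for no effect and CRF at EC100 for full effect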
# M1 antag: antagonists of human M1 muscarinic receptor | P11229 | CHO-K1 hM1, Fluo-8 calcium fluorescence, ACh EC80 antagonist | inhibition, % at 3 µM | 360,000 compounds, 1.3% hits;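 active = percent inhibition above its own plate's cutoff, namely the mean of that plate's compound wells plus 3 SD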;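 note: peak over basal fluorescence ratio during 140 s after agonist addition; 0% = ACh EC80 plus DMSO and 100% = DMSO alone without agonist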
# Target sequence (P11229 whole entry, looked up): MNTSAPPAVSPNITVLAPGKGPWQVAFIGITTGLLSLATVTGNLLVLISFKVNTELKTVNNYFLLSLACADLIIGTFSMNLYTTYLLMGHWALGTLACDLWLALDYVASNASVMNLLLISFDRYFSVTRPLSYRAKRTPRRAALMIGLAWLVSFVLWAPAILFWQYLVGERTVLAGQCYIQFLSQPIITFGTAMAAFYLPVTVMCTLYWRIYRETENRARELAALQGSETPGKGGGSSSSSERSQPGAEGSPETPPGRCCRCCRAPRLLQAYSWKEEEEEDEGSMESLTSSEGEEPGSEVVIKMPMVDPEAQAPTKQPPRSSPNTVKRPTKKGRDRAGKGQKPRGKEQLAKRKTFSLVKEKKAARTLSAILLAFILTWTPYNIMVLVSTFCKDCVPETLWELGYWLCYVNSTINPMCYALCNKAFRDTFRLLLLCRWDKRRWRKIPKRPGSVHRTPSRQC
# M4 antag: blocks acetylcholine activation of human M4 receptor. 360,000 compounds, 0.73% hits. P08173. AID 624125. CHO-hM4 cells, ACh EC80, Fluo-8 calcium fluorescence. inhibition, % at 3 µM;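 active = inhibition above its plate's cutoff, the mean inhibition of sample wells plus 3 SD, cut at about 27% in these data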;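 note: 0% = acetylcholine EC80 with DMSO and 100% = DMSO without agonist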
# M5 ag: agonists of human muscarinic M5 receptor (CHRM5). P08912. CHO-K1 hM5 cells, Fluo-8 calcium fluorescence; 0% DMSO wells, 100% maximal acetylcholine response. activation, % at 3 µM. 360,000 compounds, 0.19% hits;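 active = activation above the run's mean over test compounds plus 3 SD, cut at about 23% in these data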;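 note: signal is peak over basal fluorescence ratio across the kinetic read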
# Target sequence (P08912 whole entry, looked up): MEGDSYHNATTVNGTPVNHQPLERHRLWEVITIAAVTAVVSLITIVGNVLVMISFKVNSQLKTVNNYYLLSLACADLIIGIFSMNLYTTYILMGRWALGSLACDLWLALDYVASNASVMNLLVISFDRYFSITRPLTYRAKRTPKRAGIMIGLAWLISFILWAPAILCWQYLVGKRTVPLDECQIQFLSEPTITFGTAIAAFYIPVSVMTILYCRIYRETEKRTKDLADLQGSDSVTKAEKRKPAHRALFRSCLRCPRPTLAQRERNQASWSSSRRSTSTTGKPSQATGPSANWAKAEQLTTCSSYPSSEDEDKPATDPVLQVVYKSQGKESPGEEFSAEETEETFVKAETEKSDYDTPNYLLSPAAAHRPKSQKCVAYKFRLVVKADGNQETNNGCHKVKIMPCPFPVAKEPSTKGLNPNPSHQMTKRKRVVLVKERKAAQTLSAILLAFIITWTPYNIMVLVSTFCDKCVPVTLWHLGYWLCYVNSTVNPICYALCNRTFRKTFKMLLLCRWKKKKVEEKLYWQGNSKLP
# CHRM5 antagonist: CHRM5 antagonism in calcium assay; CHO-hM5 cells, Fluo-8 calcium fluorescence, ACh EC80; 360,000 compounds, 0.59% hits; inhibition, % at 3 µM;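 active = inhibition above a per-plate cutoff, the mean of that plate's test compounds plus 3 SD, cut at about 27% in these data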;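 note: 0% = acetylcholine EC80 with DMSO and 100% = DMSO without agonist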
# M5 PAM: CHRM5 positive allosteric modulation. CHO-K1 hM5, Fluo-8 calcium, ACh EC20 PAM; 0% = ACh EC20, 100% = ACh EC100. AID 624038. P08912. activation, % at 3 µM. 360,000 compounds, 0.3% hits;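 active = activation above the run cutoff, the mean activation of all test compounds plus 3 SD, cut at about 18% in these data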
#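 Assay system: CHO-K1 hM5 cells / Incubation: Fluo-8 loading 80 min at 37 °C plus 30 min room temperature / Technique: Fluo-8 calcium dye fluorescence, kinetic read / Repeats: single replicate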
# M4 PAM: potentiates acetylcholine response at human M4 receptor | P08173 | CHO-K1 hM4/Gqi5, Fluo-8 calcium fluorescence, ACh EC20; 0% = ACh EC20, 100% = maximal ACh | activation, % at 3 µM | 360,000 compounds, 0.4% hits | AID 624126;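 active = activation above its plate's cutoff, the mean activation of sample wells plus 3 SD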; note: some results filed as inactive read as strong as hits
# CHRM1 PAM: human CHRM1 positive allosteric modulation | P11229 | CHO-K1 hM1, Fluo-8 calcium fluorescence, ACh EC20; 0% = ACh EC20, 100% = maximal ACh | activation, % at 3 µM | 360,000 compounds, 0.088% hits | AID 588819; in the data active = activation above about 19%, passing the limit was not always enough
# * marks the source's active call; other numbers are inactive results; . = not tested or not shown. Outcome played no part in choosing rows. About 2.8% of those tested had a hit in this group.
# Values run as follows: M4 antag, M1 antag, CRFBP-R2 agonist, M5 ag, CHRM1 PAM, M4 PAM, CHRM5 antagonist, M5 PAM, M4 ag
CCN(Cc1ccccc1)C(=O)CSc1nc(C)cc(=O)[nH]1
  -5.1, -8.9, -1.2, 1.3, 11.2, -1.6, -1.8, 3.8, -0.2
Nc1ccc(S(=O)(=O)NC2(C(F)(F)F)NC(=O)N(Cc3ccccc3)C2=O)cc1 (stereo not given)
  -27.9, -9.3, -0.8, -2.2, 8.0, 8.3, 1.9, 0.1, 2.1
CN(CCNC(=O)C1CCC(=O)N(Cc2cccc(F)c2)C1)CCc1ccccc1 (stereo not given)
  1.4, 6.8, 2.3, -6.1, -4.2, -5.1, 7.4, 2.6, 0.9
O=C(Nc1ccc(Cl)cc1)N1CCC(c2nc(-c3cccs3)no2)CC1
  8.5, 13.4, -0.8, -3.3, -14.2, -8.2, 9.4, -6.1, 9.4
Cc1cc(C(F)(F)F)nn1Cc1n[nH]c(=S)n1-c1ccc(F)cc1
  3.9, -4.3, -6.1, 2.2, 2.5, -1.7, -2.3, -0.7, 0.6
CC1CCCN(C(=O)c2ccc(OC3CCN(CCc4ccccc4)CC3)cc2)C1 (stereo not given)
  24.5, 9.9, -1.4, -9.0, -7.1, -11.5, 12.5, -10.6, 2.8
COc1ccccc1CNC(=O)C1(C)CCN1Cc1ccc2ccccc2c1 (stereo not given)
  2.8, -4.1, ., -1.9, -9.1, -9.5, 8.4, -7.7, 7.6
CC(OC(=O)CC(C)c1ccccc1)C(=O)Nc1ccc(Cl)cn1 (stereo not given)
  -5.2, -8.5, -1.7, -3.0, 6.2, -4.3, -2.0, -1.5, -1.8
CCOC(=O)c1cc(-c2ccccc2)sc1NC(=O)C(C)C
  0.6, -9.2, -1.0, -3.0, 7.2, 2.2, -2.6, 1.4, -0.5
Cc1cc(OCC(=O)Nc2ccc(CN3CCOCC3)cc2)c2c(C)c(C)c(=O)oc2c1
  1.0, 9.3, -0.9, -0.7, -5.2, -5.1, -21.6, 5.0, 2.0
Cc1csc2nc(SCC(=O)N3CCN(c4ccccc4)CC3)[nH]c(=O)c12
  4.0, -4.0, 0.3, -0.1, 5.2, 4.3, 7.8, -0.6, 0.5
C=CCn1cnc2scc(-c3ccc(CC)cc3)c2c1=O
  0.7, 5.3, -1.4, -8.9, -4.8, -1.5, -5.2, 3.5, -1.1
COc1cc(/C=C/C(=O)OCC(=O)NC2CCS(=O)(=O)C2)ccc1O (stereo not given)
  -4.4, -12.9, -2.4, -2.8, 4.7, 3.6, 3.7, 1.3, 1.1
COc1ccc(S(=O)(=O)N2CCC(C(=O)OCC(=O)c3ccccc3)CC2)cc1[N+](=O)[O-]
  0.0, -4.4, 0.6, -3.8, 2.5, 7.4, -4.2, 2.2, -0.6
O=C(NCc1ccc2c(c1)OCO2)C1CC(=O)N(C2CCCCCCC2)C1 (stereo not given)
  -4.4, -0.5, -1.2, -0.6, 6.0, 1.1, -4.5, -3.4, 0.1
NC(N)=Nc1nc2ccc([N+](=O)[O-])cc2[nH]1
  -8.2, -5.2, 0.1, -2.1, 5.5, -3.4, -4.0, 4.0, 1.6
CCc1cccc(NC(=O)CCS(=O)(=O)c2ccc(Br)cc2)c1
  -9.9, -2.9, -1.8, -3.1, 3.3, 7.7, 2.2, -2.8, 2.0
CCOC(=O)CSc1nc2nc(C)cc(C)n2n1
  2.4, -2.3, 1.5, 2.5, 2.2, 2.5, -3.2, -1.6, 0.1
Cc1cc(=O)oc2c(C(=O)/C=C\c3cccs3)c(O)ccc12
  -0.9, -6.3, 0.9, -2.1, 3.2, 0.4, 10.9, -4.1, 1.1
c1ccc2c(CNCCN3CCOCC3)cccc2c1
  14.4, -45.7, -1.3, -2.5, 7.4, 10.8, -0.1, 6.8, 2.1
CN1/C(=C\C=N\NC(=O)c2cccnc2)C(C)(C)c2ccccc21
  -9.5, -5.5, 1.1, -0.2, 10.8, 0.8, 3.8, 1.6, 0.6
COc1cccc(CN2CCN(S(=O)(=O)c3ccc(Br)cc3)CC2)c1
  3.5, 3.7, -3.2, -4.8, -2.6, -8.2, 3.4, -16.8, 0.3
Cc1ccccc1C(=O)Nc1ccc2c(C#N)c3nc4ccccc4nc3n2c1
  2.2, 8.0, 83.5*, 10.2, 0.6, -5.8, 7.6, -6.1, 6.8
CCOC(=O)c1c(-c2ccccc2)csc1NC(=O)c1ccc(S(=O)(=O)N2CCOCC2)cc1
  -3.5, -6.8, 7.0, -0.9, 7.7, -1.6, -4.9, -2.0, 0.8
Cc1ccc(S(=O)(=O)Nc2nnc(C(C)(C)C)s2)cc1
  7.6, -2.4, 0.2, 0.0, -0.6, -3.7, 5.8, -2.2, 1.1
O=[N+]([O-])c1cccc(S(=O)(=O)NCCCn2ccnc2)c1
  -6.2, -4.0, 1.1, -0.6, 3.6, 1.0, 13.5, -2.2, 0.1
CCC1CN(C(=O)Nc2ccc(C)cc2)c2cc(C)ccc2O1 (stereo not given)
  -12.6, -4.0, 0.5, -3.0, 4.1, -3.2, -3.8, -2.0, -2.0
CCOC(OCC)c1nc(N)[nH]c(=O)c1CCCCc1ccccc1
  -3.8, -7.7, 1.4, 1.6, -0.6, 1.9, 14.8, -10.4, 5.3
N/C(=N\NC(=O)c1sccc1OCc1ccc(Cl)cc1Cl)c1ccccn1
  -15.3, -7.2, 15.9, -0.8, 14.2, 6.1, -3.9, -7.6, 10.3
O=C(CN1C(=O)NC(c2ccccc2)(c2ccccc2)C1=O)Nc1cccnc1Cl
  0.3, -10.6, 1.3, 3.6, 9.5, -1.7, -5.0, 0.7, 3.3
COc1cccc(NC(=O)CCC2CCN(Cc3nccs3)CC2)c1
  -17.5, -12.9, -1.4, -3.8, 7.9, 2.8, -4.4, 1.9, 2.4
CCOC(=O)C(=O)/C(C#N)=C/Nc1ccccc1
  3.0, 0.3, -2.6, -1.0, 0.0, 10.7, 20.0, -5.7, 1.6
COCOCCn1cc(CN2CCS(=O)(=O)N(Cc3ccc(-c4ccc(C)cc4)cc3)C(C(C)C)C2=O)nn1 (stereo not given)
  -12.2, -12.3, -0.8, 1.2, 6.8, 5.3, 0.7, -0.2, 3.3
COc1ccc(C(=O)Nc2ccccc2N2CCOCC2)cc1Br
  -6.3, 5.9, -0.8, -9.3, -5.1, -4.4, 12.6, -17.6, 6.9
COc1cccc(NC(=O)c2ccc3c(c2)CCCC3)c1
  5.2, -1.1, -0.7, -7.3, -3.0, -0.7, -12.4, 9.0, 0.8
CCOC(=O)[C@]12CCCC=C1N(Cc1ccccc1)C(=O)[C@H](CC(=O)NCCCN1CCCC1=O)C2
  -10.5, ., ., 2.0, ., 2.2, -5.8, -2.5, 3.1
O=C(CN1CCOCC1)N1c2ccccc2Sc2ccc(Cl)cc21
  15.2, 19.8, 0.1, -3.2, -17.4, -8.4, 7.5, -9.2, -0.2
CCn1nc(C)c([N+](=O)[O-])c1C(=O)NNC(=O)c1ccc(Cl)cc1
  -17.8, -26.7, -2.7, 1.8, 18.4, -5.0, -3.4, 19.5*, 0.6
Cc1cccc(CN2CCN(Cc3cccc(-n4cccn4)c3)CC2CCO)n1 (stereo not given)
  -1.3, -3.6, -0.5, -3.0, 2.6, 1.8, -1.5, 6.9, 1.2
CSc1nc(N2CCOCC2)cc(N2CCOCC2)n1
  -1.5, -6.5, -2.3, -4.9, 9.3, -4.3, -6.6, -2.0, 0.5
O=C(OCC(=O)N1CCCc2ccccc21)c1cc(S(=O)(=O)N2CCOCC2)ccc1F
  -1.6, -11.9, -1.7, 2.7, 7.8, 2.9, 2.4, -1.3, 1.1
O=C(Nc1cc(C(F)(F)F)cc(C(F)(F)F)c1)O[C@@H]1c2ccccc2[C@@H]2Cc3csc[n+]3[C@H]12
  -9.3, ., ., -6.7, ., 2.9, -2.9, -5.5, 0.1
CCOCCCn1c(SCC(=O)N2CCOCC2)nc2ccccc2c1=O
  -0.3, -8.2, 0.2, -0.2, 5.7, 1.4, 7.1, -3.1, 1.6
Cc1ccc(OCC(O)CNC(C)c2ccccc2)cc1C (stereo not given)
  3.4, 4.9, 0.1, -4.4, 5.9, 15.7, 8.1, 0.4, 8.0
COc1ccc(S(=O)(=O)Nc2ccccc2C(=O)N2CCOCC2)cc1Cl
  -13.7, -12.9, -0.8, -1.7, 4.4, 3.8, -4.7, 5.3, 1.1
O=C(CCS(=O)(=O)c1ccc(Br)cc1)Nc1ccc(Br)cc1F
  -0.3, -9.1, -5.7, -1.7, 5.0, 5.1, -1.2, 0.4, 1.7
COc1ccc(CN2CCc3ccccc3C2)cc1Br
  -8.9, -0.3, 0.2, -8.2, -7.1, -3.9, -0.6, -2.5, 0.5
COc1ccc(NC(=O)COC(=O)c2cccc(S(=O)(=O)N(C)C)c2)cc1
  1.7, -1.8, -1.6, -0.5, 8.1, 3.0, 2.7, 1.4, 3.0
CCN(CCn1cccn1)C(=O)c1ccc2nc(Cc3ccc(OC)cc3)oc2c1
  -8.2, 11.5, 1.6, -1.8, -5.0, -5.2, 2.1, 3.3, 0.5
CCN(CC)C(=O)Oc1ccc2c(c1)O/C(=C\c1ccco1)C2=O
  -2.9, -6.8, -1.7, 0.1, 2.5, -2.7, 2.5, -1.2, 9.6
CC(OC(=O)c1ccc(Cl)cc1)C(=O)NCC1CCCCC1 (stereo not given)
  -5.2, -3.8, -0.5, -0.2, 2.9, 0.2, -1.0, 3.9, 0.1
CCN(CC)C(=O)CSc1nc(C)cc(C)c1C#N
  -5.1, -10.3, 0.1, 3.1, 11.8, 4.5, -1.7, 5.6, 0.2
COc1ccccc1NC(=S)NCCc1c[nH]c2ccccc12
  -0.6, -1.5, -2.6, -0.9, -1.2, 5.7, -4.0, -3.2, 5.8
CNc1snc(C)c1C(=O)OCC(=O)NCc1ccccc1OC
  5.1, -9.3, 1.5, 5.6, 2.6, 1.1, 8.3, -9.8, 1.9
COCCn1c(C)cc(C(=O)CN2C(=O)NC3(CCCCCC3)C2=O)c1C
  -2.8, -7.3, 0.0, 4.0, 4.9, 8.4, 4.6, -4.6, 1.5
O=S(=O)(NC1CCCCC1Sc1ncccn1)c1ccc(Cl)cc1 (stereo not given)
  3.8, 6.6, -1.8, -2.1, -2.9, -2.7, -13.8, -2.6, 1.9
O=[N+]([O-])c1ccc(N2CCN(S(=O)(=O)c3ccccc3[N+](=O)[O-])CC2)cc1NCc1cccnc1
  1.9, 3.3, -1.8, -3.9, -12.7, -2.2, 13.6, -8.9, 2.5
CCN(CC)CCNC(=O)Cn1nc(Cc2ccncc2)c2ccccc2c1=O
  2.5, 0.3, 8.0, -1.2, 1.0, -1.3, 1.8, 0.3, 1.6
CC(=O)c1cccc(NCC(=O)c2ccc(C)c([N+](=O)[O-])c2)c1
  -10.8, -3.2, 2.0, -8.0, 1.8, -6.0, -1.1, -2.6, 0.7

# Entries of single compounds from above. Order of values: M4 antag | M1 antag | CRFBP-R2 agonist | M5 ag | CHRM1 PAM | M4 PAM | CHRM5 antagonist | M5 PAM | M4 ag
# Shown for `O=[N+]([O-])c1ccc(N2CCN(S(=O)(=O)c3ccccc3[N+](=O)[O-])CC2)cc1NCc1cccnc1` = 1.9 | 3.3 | -1.8 | -3.9 | -12.7 | -2.2 | 13.6 | -8.9 | 2.5
# Shown for `CC(OC(=O)c1ccc(Cl)cc1)C(=O)NCC1CCCCC1` (stereo not given) = -5.2 | -3.8 | -0.5 | -0.2 | 2.9 | 0.2 | -1.0 | 3.9 | 0.1
